KCNQ2 inh = KCNQ2 potassium channel inhibitors, primary screen, cell-based, CHO-K1, FluxOR thallium flux, B-score (AID 2156); 310,000 compounds, 1.1% hits; B-score at 10 µM; 20 min; active compounds read low; Potassium voltage-gated channel subfamily KQT member 2 (Rattus norvegicus), O88943;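 active means fluorescence ratio B-score at most minus 3 library SDs, with starting brightness B-score within 2 library SDs, cut at about -5.5 in these data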
OX1R antag = antagonists of human orexin 1 receptor (OX1R). Orexin/Hypocretin receptor type 1 (Homo sapiens), O43613. OX1R-expressing cells, FRET antagonist read-out. inhibition, % at 6.6 µM. 330,000 compounds, 1.8% hits. AID 485270, 2010; in the data active means inhibition mostly above about 38%, no sharp cut-off; inactive means mostly below about 40%;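 further: 0% = agonist challenge alone and 100% = reference antagonist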
Target sequence (O43613 whole entry, looked up): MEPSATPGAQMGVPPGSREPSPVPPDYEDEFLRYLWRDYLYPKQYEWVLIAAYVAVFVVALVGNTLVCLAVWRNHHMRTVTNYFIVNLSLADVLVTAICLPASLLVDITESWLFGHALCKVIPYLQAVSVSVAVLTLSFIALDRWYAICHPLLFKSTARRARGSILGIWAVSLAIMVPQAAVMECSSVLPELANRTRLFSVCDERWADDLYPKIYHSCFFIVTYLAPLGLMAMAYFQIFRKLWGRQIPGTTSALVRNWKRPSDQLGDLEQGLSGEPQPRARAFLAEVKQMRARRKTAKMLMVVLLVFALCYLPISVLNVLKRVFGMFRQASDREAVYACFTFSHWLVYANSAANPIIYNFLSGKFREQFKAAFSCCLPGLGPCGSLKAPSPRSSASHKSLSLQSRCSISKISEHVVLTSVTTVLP
STK33 kinase inh = inhibitors of purified STK33 kinase, primary screen, biochemical, ADP-Glo luminescence, homogeneous, cell-free | Serine/threonine-protein kinase 33 (Homo sapiens), Q9BYT3 | inhibition, % at 10 µM | MBP phosphorylation | 320,000 compounds, 0.073% hits;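 active means inhibition at or above 25%, using the most active replicate where run in duplicate; inactive means inhibition below 25%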
Target sequence (Q9BYT3 whole entry, looked up): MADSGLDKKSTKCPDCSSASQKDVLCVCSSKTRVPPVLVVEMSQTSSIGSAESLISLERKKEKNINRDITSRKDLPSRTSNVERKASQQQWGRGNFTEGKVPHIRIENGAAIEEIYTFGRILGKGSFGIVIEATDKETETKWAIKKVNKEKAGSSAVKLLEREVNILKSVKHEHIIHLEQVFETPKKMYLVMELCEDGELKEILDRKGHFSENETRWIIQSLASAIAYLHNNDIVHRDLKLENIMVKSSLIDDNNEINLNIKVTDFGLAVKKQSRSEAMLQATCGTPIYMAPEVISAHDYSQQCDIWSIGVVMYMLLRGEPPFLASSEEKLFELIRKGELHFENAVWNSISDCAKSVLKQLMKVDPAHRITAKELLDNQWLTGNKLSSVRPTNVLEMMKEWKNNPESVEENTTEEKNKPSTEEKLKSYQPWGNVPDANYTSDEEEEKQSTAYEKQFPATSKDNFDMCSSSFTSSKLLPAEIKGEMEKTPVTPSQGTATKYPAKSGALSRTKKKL
An asterisk follows results filed as active; i = inactive; / = no result given. Rows are unselected; overall some 2.7% were active at least once.

KCNQ2 inh	Molecule	OX1R antag	STK33 kinase inh
i	COc1cccc(NC(=O)CCC2CCN(C(=O)c3sccc3C)CC2)c1	1	-1.4
i	O=C(CCc1nc2sc3c(c2c(=O)[nH]1)CCCC3)NCCOc1ccccc1	22	-2.9
i	Cn1nc(-c2ccc(C(=O)NCC3CCCO3)cc2)c2ccccc2c1=O (stereo not given)	19	1.2
/	C=CC[C@@H](CC(=O)N[C@@H](CO)Cc1ccccc1)C(=O)N[C@H](COC(=O)[C@@H](CC=C)Cc1ccc(F)cc1)Cc1c[nH]c2ccccc12	11	0.4
i	O=C(c1ccco1)N(Cc1ccc([N+](=O)[O-])cc1)c1ccc(Br)cc1	27	-1.6
i	Cc1cc(=O)oc2cc(Oc3ncccn3)ccc12	7	-0.2
i	COc1cc2[nH]c(=S)n(Cc3ccc(F)cc3)c(=O)c2cc1OC	0	0.1
i	COC(=O)NNC(=O)CCCOc1ccc(Cl)cc1Cl	18	-0.6
-5.9*	Cc1cccc(CN2CCN(C(c3ccccc3)c3ccc(Cl)cc3)CC2)c1 (stereo not given)	24	-2.1
i	O=C(NCc1ccccc1Cl)c1ccc(Br)o1	27	-0.4
i	C=CCN1C(=O)/C(=C2\SC(N3CCOCC3)=NC2=O)c2cc(Br)ccc21	9	-0.5
i	N#C/C(=C\c1cn[nH]c1-c1ccccc1Br)C(=O)O	13	1.7
i	COc1ccc(CCNC(=O)COC(=O)c2ccc[nH]c2=O)cc1	5	0.5
i	CCOC(=O)c1ccc(S(=O)(=O)NNC(=O)COc2ccc(C)cc2)cc1	14	-1.5
i	O=C(CCc1ccccc1)N1CCN(CCO)CC1	2	-1.6
i	COc1ccc(OC)c2nc(-c3ccc4c(c3)OCO4)ccc12	6	-0.8
i	CCc1ccc(C(=O)N/N=C/c2ccc(Cl)cc2Cl)nc1	49	0.5
i	CC(=O)Nc1cccc(-c2csc(Nc3ccccn3)n2)c1	61*	3.6
i	CCc1nnc(NC(=O)c2ccc(Cl)c(S(=O)(=O)N3CCc4ccccc4C3)c2)s1	3	-0.2
i	CC(OC(=O)c1nsc(Cl)c1Cl)C(=O)NCc1ccco1 (stereo not given)	5	-3.4
i	O=C(COC(=O)C1CCN(c2ccc(C(F)(F)F)cn2)CC1)NCc1ccc(F)cc1	25	-1.6
i	CCN(CC)C(=O)Cn1c(=O)oc2ccccc21	1	1.9
i	CCOC(=O)C1CCN(CCC(=O)Nc2ccc(Br)c(C)c2)CC1	/	-0.3
/	O=C(NS(=O)(=O)Nc1ccccc1)C1=C(N2CCCC2)COC1=O	1	0.2
i	O=S(=O)(c1cccc2nonc12)N1CCN(c2ccc(F)cc2)CC1	8	-0.4

KCNQ2 inh	Molecule	OX1R antag	STK33 kinase inh
i	COC(=O)C1=C(C)NC(C)=C(C(=O)OC)C1c1ccc(-c2cccc([N+](=O)[O-])c2)o1	13	-1.5
i	O=C(NC1CCN(C(=O)N2c3ccccc3Sc3ccccc32)CC1)c1ccccc1F	12	-0.3
i	O=C(COC(=O)CCc1nc2ccccc2c(=O)[nH]1)NC(c1ccccc1)c1ccccc1	32	1.4
i	Cc1cccc(NC(=O)CN2CCN(CC(=O)Nc3cccc(C)c3)CC2)c1	-4	-0.5
i	CSc1ccccc1C(=O)Nc1cccc([N+](=O)[O-])c1C	12	-2.3
i	O=C(N/N=C/c1cccc([N+](=O)[O-])c1)c1cc(-c2ccc3c(c2)OCO3)n[nH]1	20	-0.6
i	O=S(=O)(c1ccc2c(c1)OCCO2)N1CCC(O)(c2ccc(Cl)cc2)CC1	11	-0.1
i	CC(=O)c1ccc(-n2c(-c3cc(-c4ccsc4)n[nH]3)n[nH]c2=S)cc1	6	0.0
i	Cc1cccc(N2CCN(C(=O)C3CCN(S(=O)(=O)c4c(C)noc4C)CC3)CC2)c1C	13	0.4
i	O=C(COC(=O)c1cccc(S(=O)(=O)N2CCc3ccccc32)c1)Nc1ccc(Cl)cn1	4	-1.8
i	Oc1[nH]c2ccc(Br)cc2c1N=NC(=S)NCC1CCCO1 (stereo not given)	49	-2.0
/	O=C(CSc1nc(-c2ccccc2)cc(=O)[nH]1)N1CCc2ccccc21	19	-1.8
i	O=[N+]([O-])c1ccc(NCCCNS(=O)(=O)c2ccc(Cl)cc2)c(Cl)c1	16	-4.3
i	COc1ccc(OC)c(S(=O)(=O)N2CCC(C(=O)N3CCCC3)CC2)c1	21	-1.1
i	CCC(c1nnc(SCCNCCO)n1CCN1CCOCC1)N(C)C (stereo not given)	14	-0.7
i	COC(=O)c1ccc2c(=O)n(CCN3CCOCC3)c(SCC(=O)Nc3cccc(OC)c3)nc2c1	7	0.5
i	COc1cc(CC(=O)N/N=C/c2ccccc2)c([N+](=O)[O-])cc1OC	10	1.4
/	c1ccc(NC2=NCCN2CCCC2CCCC2)cc1	18	-0.6
i	COc1ccccc1CN(CC(=O)NCc1ccc2c(c1)OCO2)C(=O)c1ccc2c(c1)OCCO2	32	-0.9
i	Cc1cc(NC(=O)Cn2nc(C(F)(F)F)c3c2CCC3)n(-c2ccccc2)n1	7	-1.5
i	CCCCC1=NN(C(=O)c2cccnc2)C(O)(C(F)(F)F)C1 (stereo not given)	10	0.2
i	COc1ccc2[nH]c(=O)c(CN(c3ccccc3OC)S(=O)(=O)c3ccccc3)cc2c1	8	0.1
i	COc1cccc(C(=O)O/N=C2\CCS(=O)(=O)c3sccc32)c1	7	/
i	CCCCOc1ccccc1NC(=O)CC1Nc2ccccc2NC1=O (stereo not given)	6	1.6
i	O=C(CN1C(=O)COc2ccc(Cl)cc21)Nc1ccc2c(c1)OCCO2	13	0.9

KCNQ2 inh	Molecule	OX1R antag	STK33 kinase inh
i	CCc1nnc(NCn2nc(C)cc2C)s1	-2	0.2
/	CCCNC(=O)CSc1ccc(S(=O)(=O)N2CCCC2)cn1	10	0.8
i	Cc1cccc(N/C=C/c2onc(C)c2[N+](=O)[O-])c1	28	-2.2
i	COC(C/C=C\[C@@H](O)[C@@H](C)OCc1ccccc1)OC	12	0.7
i	Cc1ccn2c(=O)nc(SCC(=O)N3CCCCC3)nc2c1	20	-2.4
i	CCOC(=O)C(=CNc1cc(OC)ccc1-n1cccc1)C(=O)OCC	0	-5.2
i	COc1ccc(/C=C/C(=O)NC(C)CCc2ccccc2)cc1 (stereo not given)	13	0.4
i	CC(=O)c1ccc(Nc2c(C)n(C)n(-c3ccccc3)c2=O)cc1	11	-1.4
i	O=C(c1ccc([N+](=O)[O-])c(CS(=O)(=O)c2ccc(Cl)cc2)c1)N1CCCC1	21	-0.5
i	Cc1cc(C)nc(N/N=C/c2cc(Br)ccc2O)n1	9	1.3
i	O=C(CN1CCN(Cc2ccc(F)cc2)CC1)Nc1ccccc1F	11	-1.0
i	Cc1oc(C)c(C(N)=O)c1C(N)=O	24	-0.6
i	CCCCC(=O)Nc1ccc2c(c1)OCCO2	19	-0.9
i	O=C(NCCCNc1ccnc2cc(Cl)ccc12)c1ccccc1F	10	-1.5
i	O=c1[nH]c2ccccc2cc1CN(Cc1ccco1)S(=O)(=O)c1ccccc1	41	-0.7
i	CC(C)(C)NC(=O)Nc1nnc(SCC(=O)NC2CCCCC2)s1	11	/
i	OC(COc1cccc2ccccc12)CN1CCN(c2ccccc2)CC1 (stereo not given)	6	-0.2
i	COc1ccccc1CNC(=O)C1CC2Cn3c(nc4ccccc43)C2N1C (stereo not given)	26	1.1
i	CC1(C)CC(=O)c2cc(O)ccc2O1	15	-1.2
i	COc1ccc(C(=O)Nc2ccc(OC)c([N+](=O)[O-])c2)cc1Br	10	-0.1
i	COc1ccc2c(=O)c3c(=O)n(CCc4ccccc4)c(C(C)C)nc3oc2c1	8	1.2
i	CC(=O)c1c(C)oc2ccc(NS(=O)(=O)c3ccc(C)cc3)cc12	20	-0.5
i	Cc1cc(=O)oc(C)c1C(=O)NCCCN1CCN(c2ccc(F)cc2)CC1	14	0.5
i	CCOc1ccc(NC(=O)c2cc3cc4ccc(C)cc4nc3o2)cc1	20	-1.1
i	Cn1c2ccccc2c(=O)c2c(=O)n(Cc3ccco3)c(-c3ccc(Cl)cc3Cl)nc21	-1	-1.8

One compound at a time, as listed above. Screens in order: KCNQ2 inh	OX1R antag	STK33 kinase inh
`CC1(C)CC(=O)c2cc(O)ccc2O1` across the screens: i	15	-1.2
`CC(=O)c1ccc(Nc2c(C)n(C)n(-c3ccccc3)c2=O)cc1` across the screens: i	11	-1.4

The listing continues.
KCNQ2 inh	Molecule	OX1R antag	STK33 kinase inh
i	O=C(Nc1nc(-c2ccccc2)cs1)c1ccco1	10	2.6
i	Oc1c(C=Nc2ccccc2)sc2ccccc12	27	24
i	Cc1ccccc1NCCNc1ccccc1C	5	-0.9
/	CSCCC(NC(=O)c1ccccc1Cl)C(=O)N1CCCCCCC1 (stereo not given)	13	1.1
i	O=C(c1ccc(Cl)cc1)N1CCN=C1c1ccccc1	20	0.3
i	Cc1ccc(S(=O)(=O)NC(C)C(=O)NC(C)c2cccs2)cc1 (stereo not given)	11	-1.1
i	Nc1nnnn1/N=C/c1cccc(OCc2ccccc2Cl)c1	11	0.2
i	CS(=O)(=O)N(CC(N)=O)c1ccc(F)c(Cl)c1	30	-0.9
i	COCCn1nnnc1CN(CCc1ccc(OC)c(OC)c1)Cc1cc2ccc(C)cc2[nH]c1=O	15	-0.9
/	C#CCOCCOCCOCCNc1nc(N2CCN(C(=O)[C@H]([C@@H](C)O)n3cc(CCCCN)nn3)CC2)nc(N2CCN(C(=O)[C@H]([C@@H](C)CC)n3cc(CCCCN)nn3)CC2)n1	8	-1.5
/	Cc1ccc(C2(C)NC(=O)N(CC(=O)Nc3ccc4c(c3)CCC4)C2=O)cc1 (stereo not given)	-1	-1.5
i	CCOC(=O)N1CCN(C(=O)Cn2ncn3nc(-c4cccs4)cc3c2=O)CC1	14	-1.1
i	COc1ccc(CCN(C)C(=O)C2CCN(Cc3ccc(C)cc3)CC2)cc1OC	8	-2.6
i	CCn1nc(C)c(CNC(=O)Nc2ccccc2C(=O)OC)c1C	6	-0.1
i	COC(=O)c1cccc(C(=O)N2CCC(CO)(Cc3ccccc3Cl)CC2)c1	3	-1.5
/	CCCCC1(COC(=O)CCC(=O)O)C(=O)N(c2ccccc2)N(c2ccccc2)C1=O	13	0.1
i	CCNC(=O)NC(=O)C(C)OC(=O)c1cc(S(=O)(=O)N2CCCCCC2)ccc1OC (stereo not given)	6	-1.8
i	O=C(Cn1c(=O)n(Cc2ccccc2)c(=O)c2ccccc21)NCc1ccco1	3	0.2
/	Cc1cc(=O)oc2cc(OCC(=O)N3c4ccccc4NC(=O)C3(C)C)ccc12	11	1.2
i	COc1ccc(CNC(=O)c2ccc(C(C)(C)C)cc2)cc1	5	-0.2
i	Cc1c(NC(=O)C(C)Oc2ccc(Br)cc2Cl)c(=O)n(-c2ccccc2)n1C (stereo not given)	5	-0.3
i	CC1CCc2c(sc3nc(C4CC4)nc(N4CCN(C(=O)c5ccco5)CC4)c23)C1 (stereo not given)	17	-0.3
i	CC(C)(C)C(=O)Nc1ccccc1N1CCN(c2ccc(F)cc2)CC1	2	-1.2
i	COc1c(C)cccc1C(=O)Nc1cc(Cl)ccc1N1CCOCC1	14	0.3
i	CC(=O)NC(=S)Nc1cccc2ccc(C)nc12	6	-0.1

Some of the entries so far, with values under each structure:
Every second line gives: KCNQ2 inh | OX1R antag | STK33 kinase inh
Cc1ccc(S(=O)(=O)NC(C)C(=O)NC(C)c2cccs2)cc1 (stereo not given)
 : i | 11 | -1.1
Nc1nnnn1/N=C/c1cccc(OCc2ccccc2Cl)c1
 : i | 11 | 0.2
CS(=O)(=O)N(CC(N)=O)c1ccc(F)c(Cl)c1
 : i | 30 | -0.9
COCCn1nnnc1CN(CCc1ccc(OC)c(OC)c1)Cc1cc2ccc(C)cc2[nH]c1=O
 : i | 15 | -0.9
C#CCOCCOCCOCCNc1nc(N2CCN(C(=O)[C@H]([C@@H](C)O)n3cc(CCCCN)nn3)CC2)nc(N2CCN(C(=O)[C@H]([C@@H](C)CC)n3cc(CCCCN)nn3)CC2)n1
 : / | 8 | -1.5
Cc1ccc(C2(C)NC(=O)N(CC(=O)Nc3ccc4c(c3)CCC4)C2=O)cc1 (stereo not given)
 : / | -1 | -1.5
CCOC(=O)N1CCN(C(=O)Cn2ncn3nc(-c4cccs4)cc3c2=O)CC1
 : i | 14 | -1.1

More entries follow.
KCNQ2 inh	Molecule	OX1R antag	STK33 kinase inh
i	Cc1csc(NC(=O)Cc2c[nH]c3ccccc23)n1	8	0.0
i	COc1ccc(Oc2coc3c(CN(C)C)c(O)ccc3c2=O)cc1	18	0.6
i	COC(=O)COc1cc(OCC(=O)OC)c2c(-c3ccccc3)cc(=O)oc2c1	13	-0.3
i	COC(=O)c1cc(S(=O)(=O)Nc2cccc(S(N)(=O)=O)c2)oc1C	5	-1.2
i	COC(=O)C(C(=O)OC)N1C(=O)CCC1=O	6	0.2
i	O=C(O)c1ccc(N2CCS(=O)(=O)CC2)cc1	-1	-0.2
i	Cc1ccc2nsnc2c1NC(=O)CCl	18	/
i	Cn1cccc1/C=N/N1CCN(Cc2ccc(Cl)cc2)CC1	1	-1.7
i	O=C(NCCc1ccccc1)C(c1ccccc1F)N(C(=O)c1csnn1)C1CC1 (stereo not given)	13	0.1
i	C#CCN(Cc1ccco1)C(=O)c1cc(COc2ccc(F)cc2Cl)on1	10	-1.1
i	O=C1NC(=NCc2ccccc2)S/C1=C/c1ccc(O)cc1	22	64*
i	COc1ccc(N(CC(=O)N2CCN(Cc3ccccc3)CC2)S(=O)(=O)c2ccccc2)cc1	31	-1.2
i	O=C(N/N=C/c1ccc2nccnc2c1)c1ccncc1	55*	2.2

KCNQ2 inh, hit marks shown above
KCNQ2 inh	Molecule	OX1R antag	STK33 kinase inh
-5.9*	Cc1cccc(CN2CCN(C(c3ccccc3)c3ccc(Cl)cc3)CC2)c1 (stereo not given)	24	-2.1

Assay outcomes deposited in PubChem BioAssay by several laboratories.
